# TTR transcr act – increases transthyretin transcription. SH-SY5Y TTR promoter Gaussia luciferase, luminescence; 100% = recombinant luciferase protein wells. activation, % at 16.7 µM. hit rate 1.3% among 92,000. AID 1117267;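 active = activation above the mean of all tested compounds plus 3 SD, cut at about 9.5% in these data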;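 note: cells exposed to compounds for one day before reading; 0% = median of all test compound wells on the plate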
# Numbers without * were called inactive.
SMILES,TTR transcr act
CCOC(=O)CN(C(=O)CCC(=O)Nc1cc(C)on1)C(C(=O)NC1CCCC1)c1cccnc1 (configuration not stated),2.4
COc1ccc(-c2cn(CCC(=O)NCc3ccc(C)cc3)c(CCN)n2)cc1,7.6
CCn1cc(C=O)c2cc(S(=O)(=O)N3CCOCC3)ccc21,-0.4
COc1ccc(C2(CNC(C)=O)CCOCC2)cc1OC,-0.6
Cc1nnc2sc(SCc3cccc(Cl)c3)nn2c1=O,0.2
Cc1ccc2cc(C)c3nnc(SCC(=O)c4cccs4)n3c2c1C,-0.3
COC[C@H]1CCCN1c1ccc2c(c1)O[C@@H]1CCN(C1)S2(=O)=O,0.8
CSCCC(NC(=O)c1ccccc1Cl)C(=O)N1CCC1 (configuration not stated),-2.1
CCCOc1ccc(C(C(=O)OCCN(CC)CC)c2ccccc2)cc1 (configuration not stated),1.6
CCC(C(=O)Nc1ccc(S(=O)(=O)N2CCN(C)CC2)cc1)c1ccccc1 (configuration not stated),-0.9
O=C(C[C@@H]1C/C=C\CCC(=O)OC[C@@H]2CCCN2C1=O)NCCO,0.7
Cc1coc2cc3oc(=O)c(CCC(=O)N4CCC(C(=O)O)(c5ccccc5)CC4)c(C)c3cc12,-1.0
CN(C)N=Nc1ccc(S(=O)(=O)N2CCSC2C(=O)O)cc1 (configuration not stated),0.1
COc1ccc(CCCNC(=O)CC#N)cc1OC,1.6
COc1ccc(C(=O)COC(=O)c2ccc(Cl)nc2)cc1OC,-1.2
CC12CCC(=O)N1C(C(=O)N1CCN(c3ccc([N+](=O)[O-])cc3)CC1)CS2 (configuration not stated),0.7
C/C(Cc1ccccc1)=N\NC(=O)CNC(=O)c1ccccc1Cl,0.8
COc1ccc(CCn2c(C)cc(C(=O)CCl)c2C)cc1OC,-0.9
CC1=C(C(=O)N2CCOCC2)C(c2ccccc2F)NC(=O)N1 (configuration not stated),-1.2
CCCc1cc(=O)c2ccc(OCC(C)=O)cc2o1,0.2
COc1cc(/C=N/NC(=O)c2cc(C)oc2C)ccc1OCc1ccccc1,-1.6
C=CCn1c(N)c(C(=O)N2CCOCC2)sc1=S,-0.1
COC(=O)c1c(NC(=O)C(C)(C)C)csc1C,5.2
CCc1nc2c(OCc3ccc(F)c(F)c3)cccn2c1N(C)C(=O)C(C)C,-1.0
Cn1c(CN2CCN(C(=O)c3ccccc3Cl)CC2)nc2cc([N+](=O)[O-])ccc21,1.2
COc1ccc(CCNC(=O)c2cc(-c3ccccc3OC)on2)cc1OC,-2.4
CC1=C/C(=N\NC(=S)NCc2ccccc2)CC1,-0.7
S=C(NCc1ccco1)Nc1cccc(Cl)c1Cl,-0.5
C/C(=C\C(=O)O)CC(=O)O,-0.4
COc1c(Br)cc(Br)cc1C(=O)O,0.1

# Part of the list above in order of length of the SMILES, ascending.
SMILES,TTR transcr act
C/C(=C\C(=O)O)CC(=O)O,-0.4
S=C(NCc1ccco1)Nc1cccc(Cl)c1Cl,-0.5
CC1=C/C(=N\NC(=S)NCc2ccccc2)CC1,-0.7
COc1cc(/C=N/NC(=O)c2cc(C)oc2C)ccc1OCc1ccccc1,-1.6
CCc1nc2c(OCc3ccc(F)c(F)c3)cccn2c1N(C)C(=O)C(C)C,-1.0

# (list continues)
SMILES,TTR transcr act
CN(C)CCn1c2c(c(SCC(=O)Nc3ccc4c(c3)OCCO4)nc1=O)CCC2,4.1
Cc1ccc(S(=O)(=O)N(C)C[C@@H]2Oc3ccc(NC(=O)CCC(F)(F)F)cc3CC(=O)N([C@@H](C)CO)C[C@@H]2C)cc1,-0.4
Cc1cc(N2CCN(C)CC2)nc2ccc(NC(=S)N3CCOCC3)cc12,1.3
COC(=O)c1ccc(C2C(C(=O)Nc3ccc(C)cc3C)=C(C)Nc3ncnn32)cc1 (configuration not stated),-1.6
CCC1OC2(C)OC(=N)C1(C#N)C(C#N)(C#N)C2c1ccccc1 (configuration not stated),3.9
CC(C)C(=O)n1nc(-c2cccnc2)nc1NCc1cccs1,3.4
CC(=O)c1ccc(NC(=O)NC2CCCCN(Cc3ccc(Cl)cc3)C2=O)cc1 (configuration not stated),-1.9
Cn1ncc(Cl)c1C(=O)NCc1cc(C(C)(C)C)n[nH]1,-0.9
CON(C)C(=O)/C=C/c1ccc([B-](F)(F)F)cc1,1.5
COc1ccc(N2C(N)=C(C#N)C(c3cccnc3)C3=C2CC(C)(C)CC3=O)cc1 (configuration not stated),1.4
c1ccc(-c2cnc(SCCN3CCOCC3)n2CC2CCCO2)cc1 (configuration not stated),-0.1
COC(=O)CCC(=O)OC,-0.4
O=C1CN(N=Cc2ccco2)C(=O)N1,5.5
O=C(O)/C(=C\c1cn(-c2ccccc2)nc1-c1ccc(Cl)cc1)NC(=O)c1ccccc1,-0.2
C=CCOc1c(Br)cc(CNCCCN2CCOCC2)cc1OC,1.2
CCCCNC1(C#N)CCN(Cc2ccccc2)CC1,0.1
CC(=O)Nc1cc2c(cc1Br)-c1ccccc1C2,0.4
CO/N=C/CC(=O)Nc1ccc(F)cc1F,1.9
Cc1[nH]c2ccccc2c1CCN(Cc1cccs1)C(=S)NC(C)(C)C,1.3
COc1ccc(Br)cc1CNC(=O)C1CCCN(c2nc3ccccc3o2)C1 (configuration not stated),0.4
Cc1cccc(-n2c(SCC(=O)O)nc3sc4c(c3c2=O)CCCC4)c1,0.6
O=C(O)COc1ccccc1O,-1.2
Cn1c(=O)[nH]c(N)c(Br)c1=O,3.5
C=CCNc1nc(Cl)nc(Nc2ccc([N+](=O)[O-])cc2)n1,-0.1
O=C(CN(c1ccccc1Cl)S(=O)(=O)c1ccccc1)NC1CC2CCC1C2 (configuration not stated),1.0
CC1CCN(C(=O)c2[nH]cnc2C(=O)N[C@H](C)c2ccccc2)CC1,4.2
CCCc1cc(=O)oc2cc(C)cc(OCC(=O)N3CCC(C(N)=O)CC3)c12,0.1
CN(CC(=O)NCc1ccc(F)cc1)S(=O)(=O)c1ccc2c(c1)c(=O)n(C)c(=O)n2C,-0.8
COc1cccc(OCCCCN2CCCCC2)c1,4.8
CCn1c(SCCC#N)nnc1-c1ccncc1,1.0
CCN(CC)C(=O)[C@H]1C[C@H](CC(=O)NCCCOC)C(=O)N2CCc3c([nH]c4cc(CCC(=O)N(C)C)ccc34)[C@]12C,-0.4
Cc1ccccc1-n1nc(-c2cccnc2)cc1C(=O)N/N=C/c1ccncc1,-1.7
COCCCNC(=O)Cn1cnc(C(=O)Nc2ccc(C)c(C)c2)n1,0.4
COc1cc(/C=N/NC(=O)C2=NNC(=O)C2C)ccc1O (configuration not stated),1.1
CCOC(=O)C1(C)CCN1C(=O)c1ccc(C)cc1 (configuration not stated),0.9
O=C(Nc1cccc(F)c1)c1cc(S(=O)(=O)N2CCC(C(=O)O)CC2)ccc1F,-1.0
COC(=O)/C(=C/c1ccco1)NC(=O)c1ccccc1,2.0
COc1cc(Br)cc(C(c2c(C)n(C)n(-c3ccccc3)c2=O)c2c(C)n(C)n(-c3ccccc3)c2=O)c1O,-1.2
COc1cc(C=C2C(=O)OC(C)(C)OC2=O)cc(Cl)c1OCC(=O)Nc1ccccc1,-0.2
Nc1nnc(SCC(=O)Nc2cc(C(F)(F)F)ccc2N2CCOCC2)s1,7.0
COP(=O)(CC(=O)C(Cc1ccccc1)NC(=O)OC(C)(C)C)OC (configuration not stated),0.7
O=[N+]([O-])c1ccccc1NCCNS(=O)(=O)c1ccc(Cl)cc1,0.6
COc1ccc(CCNC(=O)COC(=O)C2CC2)cc1OC,1.2
c1ccc2c(c1)nc1n2CCC1,0.8
Cc1cc2oc(C(=O)NCCc3ccc(S(N)(=O)=O)cc3)c(C)c2cc1C,-1.8
CC(C)NC(=O)CN1C(=O)C(C)(C)Oc2ccc(C(=O)NC3CCCCC3)cc21,-1.6
COc1ccc(-c2sc3cc4c(cc3c2-c2ccc(OCCN3CCOCC3)cc2)OCO4)cc1,-1.4
N#Cc1ccc(CSc2nnc(-c3cccs3)n2-c2ccccc2)cc1,-0.2
CC(=O)Nc1nc(C)c(Oc2ccc(Cl)cc2)c(=O)[nH]1,-1.2
COC(=O)c1ccc(CNC(=O)Cn2cnc3c(NCc4ccccc4)ncnc32)cc1,1.2
# Additional entries:
SMILES,TTR transcr act
CCOC(=O)N1CCN(C2CCCN(C(=O)c3ccccc3SC)C2)CC1 (configuration not stated),1.1
S=C(NCCCN1CCOCC1)Nc1cccc(-c2nnc3n2CCCCC3)c1,-0.5
CCN(CC)C(=O)C1=C(C)N(CCC2=CCCCC2)C(=O)C(CC(=O)NCc2ccco2)C1 (configuration not stated),2.9
CN(C)/C=N/c1cc(=O)[nH]c(=O)n1Cc1ccccc1,-0.9
CCN1CCN(CCCN(Cc2ccco2)C(=S)Nc2ccccc2Cl)CC1,2.0
Cc1ccccc1CN1CCCCC(NC(=O)c2ccc(COc3ccccc3)cc2)C1=O (configuration not stated),-4.3
COc1ccc(NC(=O)N2CCC(C(=O)c3ccc4c(c3)OCCO4)CC2)cc1,-1.4
Cc1ccc(S(=O)(=O)NNC(=O)c2cnn(-c3ccc(Cl)cc3)c2C(F)(F)F)cc1,1.3
Cc1ccccc1-c1cnc2c(c1)C(=O)N([C@@H](C)CO)C[C@@H](C)[C@H](CN(C)Cc1ccccc1F)O2,-1.0
Cc1nc2ccc(NS(=O)(=O)c3ccc(C)c(C)c3)cc2s1,-0.6
COc1ccc(CC(=O)OCN2C(=O)c3ccccc3C2=O)cc1,4.3
O=C(CSc1ccc(-c2ccc(Br)cc2)nn1)NCC1CCCO1 (configuration not stated),-1.6
CC(=O)Oc1oc(-c2ccccc2)nc1C=Nc1ccc(N(C)C)cc1,-0.9
Oc1ccccc1-c1n[nH]c(=S)n1Cc1ccco1,4.7
COC(=O)CCC(=O)OC1(C)C(=O)C2=CN(C3CC3)C(c3ccc(OC)cc3)=CC2=C(Br)C1=O (configuration not stated),2.1
COc1ccc2c(c1)C(=O)CC(O)(C(F)F)O2 (configuration not stated),-0.5
Cc1nc(C(F)(F)F)ccc1C(=O)N1CCCCC1,-2.9
O=C(O)C1C=Cc2ccccc2N1C(=O)c1ccccc1 (configuration not stated) (tested in a mixture with another compound),-0.9
CCCN(CCC)Cc1cc(=O)oc2cc(OC)c(Cl)cc12,3.0
CCOC(=O)N1CCC(=NNc2nc3ccccc3s2)CC1,-3.8
C=CCn1c(=N)n(CC(=O)c2ccc(Br)s2)c2ccccc21,0.7
O=C(CSc1ncccc1C(=O)O)c1cccc(C(F)(F)F)c1,-1.3
COc1ccc(CNC(=O)C(c2cccc(C)c2)N(C(=O)c2csnn2)C2CC2)cc1 (configuration not stated),-1.5
COc1nnc(-c2ccc(N3CCCCC3)c(NC(=O)C3CCCCC3)c2)c2ccccc12,-0.8
N/C(=N\NC(=O)Nc1ccccc1)c1ccccn1,0.4
Cc1ccccc1CSc1nc(C(C)(C)C)cc(=O)[nH]1,4.2
Cn1cnc2c(oc3ccccc32)c1=O,-0.6
CC12CCC(C/C1=N\N=C1\NC(=O)/C(=C\c3ccc(Cl)cc3)S1)C2(C)C (configuration not stated),0.3
CCOc1ccccc1Nc1ncnc2c1cnn2-c1ccccc1,-0.8
Cc1ccc(C)c(Oc2cc(NN3CCCCC3)c([N+](=O)[O-])cc2[N+](=O)[O-])c1,-0.2
CC(=O)N1CCC(C(=O)c2ccc(Cl)cc2)CC1,-2.4
CN(C(=O)CSc1nncn1C)C1CCCN(Cc2ccccc2F)C1 (configuration not stated),-0.6
C=CCN1C(=O)[C@H](CC(=O)NCC2CCCCC2)[C@@]2(C(=O)OCC)CCCC=C12,-0.5
O=C(N/N=C/C1CC2CCC1C2)c1c[nH]c2ccccc12 (configuration not stated),2.1
Cc1cc(Sc2nc(N)ncc2[N+](=O)[O-])ncn1,-5.5
Cc1ccc(-c2sc(C)nc2CC(=O)O)cc1,6.3
c1ccc(SCc2nc(-c3ccccn3)no2)cc1,1.6
COc1ccc(C(=O)C(CN2CCOCC2)c2ccccc2)cc1 (configuration not stated),-5.4
O=C(Nc1ccc(N2CCCCC2)cc1)c1ccc2ccccc2n1,-4.2
COC(=O)c1ccc(COC(=O)c2c(C)nn(Cc3ccccc3Cl)c2Cl)o1,0.0
CCn1c(=O)n(CC)c2cc(N3CCCC3)c(NC(=O)c3ccc(F)cc3)cc21,-0.6
CCOC(=O)Nc1cc(NC(=O)OCC)c(C)nc1C,-0.1
COc1cc2cc(CCOC(=O)c3ccc(C#N)cc3)oc(=O)c2cc1OC,0.6
O=c1c2ccccc2nc2n1C(CSCc1ccc(Cl)cc1)CS2 (configuration not stated),-8.2
CCC(C)NC(=O)C1CCC(CNS(=O)(=O)c2ccc3c(c2)CC(C)N3C(=O)C2CC2)CC1 (configuration not stated),-2.3
O=C(Nc1cccc(Br)c1)c1ccccc1-c1ccccc1,1.6
C=CCn1c(SCC(=O)NCCc2ccccc2)nc2c([nH]c3ccccc32)c1=O,1.4

# Structures listed so far that contain an aryl thioether with sulfur outside any ring, in the order listed:
SMILES,TTR transcr act
Cc1nnc2sc(SCc3cccc(Cl)c3)nn2c1=O,0.2
Cc1ccc2cc(C)c3nnc(SCC(=O)c4cccs4)n3c2c1C,-0.3
CN(C)CCn1c2c(c(SCC(=O)Nc3ccc4c(c3)OCCO4)nc1=O)CCC2,4.1
c1ccc(-c2cnc(SCCN3CCOCC3)n2CC2CCCO2)cc1 (configuration not stated),-0.1
Cc1cccc(-n2c(SCC(=O)O)nc3sc4c(c3c2=O)CCCC4)c1,0.6
CCn1c(SCCC#N)nnc1-c1ccncc1,1.0
Nc1nnc(SCC(=O)Nc2cc(C(F)(F)F)ccc2N2CCOCC2)s1,7.0
N#Cc1ccc(CSc2nnc(-c3cccs3)n2-c2ccccc2)cc1,-0.2
CCOC(=O)N1CCN(C2CCCN(C(=O)c3ccccc3SC)C2)CC1 (configuration not stated),1.1
O=C(CSc1ccc(-c2ccc(Br)cc2)nn1)NCC1CCCO1 (configuration not stated),-1.6
O=C(CSc1ncccc1C(=O)O)c1cccc(C(F)(F)F)c1,-1.3
Cc1ccccc1CSc1nc(C(C)(C)C)cc(=O)[nH]1,4.2
CN(C(=O)CSc1nncn1C)C1CCCN(Cc2ccccc2F)C1 (configuration not stated),-0.6
Cc1cc(Sc2nc(N)ncc2[N+](=O)[O-])ncn1,-5.5
c1ccc(SCc2nc(-c3ccccn3)no2)cc1,1.6
C=CCn1c(SCC(=O)NCCc2ccccc2)nc2c([nH]c3ccccc32)c1=O,1.4

# Only part of the results is shown; the hit share may differ from the screen's.
